USP2a inh: USP2a (human) protease inhibition; AID 463254; O75604; Potency, µM (titrated, usually from 38.3 µM), without a hit: at the top dose activity change, negative = inhibition, hits mostly inhibitors; 330,000 compounds, 0.01% hits; USP2 core, Ub-CHOP2 coupled fluorogenic reporter, 485/531;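 also: potency is read from the fitted curve at half-maximal effect; plate controls were DMSO wells for no effect and full inhibition by NEM control for full effect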
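Cell-free coupled assay: 10nM USP2 core preincubated 30min RT with compound in Tris-HCl pH 8.0/CaCl2/CHAPS buffer, then 25nM Ub-CHOP2 and 25nM reporter substrate; fluorescence (Ex 485/Em 531) read after 60min RT, normalized to NEM inhibition, concentration-response curves fitted.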
TCR activator: activators of T cell receptors; 330,000 tested, under 10 active; primary human leukocytes, anti-CD3, IL-2 HTRF, 48 h; Potency, µM (titrated, usually from 9.22 µM), inactives show top-dose activation of IL-2 secretion, hits mostly activators; AID 504894; also: % of control where 0% means no effect
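Primary human leukocytes receive a-CD3 beads and test compound and are incubated 48 hr. Secreted IL-2 is then assayed by HTRF, measuring 665nm acceptor emission after 320nm excitation of the europium donor.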
Eya2 inh: Eya2 (human) phosphatase inhibition; O00167; recombinant Eya2, OMFP fluorescence dephosphorylation (OMFP is methylfluorescein phosphate); Potency, µM (highest dose often 76.9 µM), without a hit: top-dose activity, negative = inhibition, actives largely listed as inhibitors; 330,000 compounds, 0.006% hits; AID 488837; also: potency is read from the fitted curve at half-maximal effect; % is scaled to controls: 0 for no effect and ±100 for the full control effect
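Eya2 (0.2 uM) preincubated 10 min at ambient with compound, then OMFP substrate added at 50 uM; 10 min reaction in 50 mM HEPES pH 7.5, 50 mM NaCl, 5 uM MgCl2, 0.05% BSA, 1 mM DTT. Fluorescence read at Ex 485/Em 525 nm.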
BCR signal inh: inhibitors of chronic active B-cell receptor signaling | ABC-DLBCL IkBa-CBG/CBR reporter, luminescence ratio, 4 h | Potency, µM (series often up to 46.1 µM), for inactives: top-dose ratio change, negative = lower green/red ratio, usual class: inhibitors | 340,000 compounds, 0.05% hits; active = well fitted inhibition curve with a large enough effect in the signal ratio, with a control signal flat, not every such curve was filed as active; inconclusive = small, poorly fitted or top-dose-only effect, or effect the other way, or a change in a side signal; the % refers to the signal ratio;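 also: potency is read from the fitted curve at half-maximal effect; plate controls were basal doxycycline-induced cells for no effect and cells given 10 µM MG132 for full effect; MG132 reads +100%, hits lower the ratio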
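Compounds up to 46 uM were incubated four hours with TMD8 cells whose green CBG68 luciferase is fused to IkappaBalpha; red CBR luminescence normalised the signal, and concentration-effect curves were fitted to fusion, red and ratio data.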
Mito fusion act: mitochondrial division inhibition or fusion activation; S. cerevisiae fusion-defective mutant growth rescue, CellTiterGlo 48 h; Potency, µM (doses to about 46.1 µM), for the others: at the top dose growth rescue (activation), most hits filed as activators; 320,000 compounds, 0.23% hits; AID 485298;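 also: potency is read from the fitted curve at half-maximal effect; % of control where 0% means no effect; nearly all actives have a fitted effect of over 45% in size; temperature-sensitive fusion mutants such as fzo1-1 at 37 °C on non-fermentable ethanol glycerol medium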
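Compounds are tested for their ability to restore growth of mitochondrial fusion-defective yeast strains at non-permissive 37C in YPEG medium over 48 hours. Viability is quantified by luciferase luminescence.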
B2AR arrestin: agonists driving beta-arrestin recruitment to human beta2-adrenergic receptor; 330,000 compounds, 0.02% hits; Potency, µM (series often up to 46.1 µM), without a hit: at the top dose activation, actives largely listed as activators; beta-arrestin recruitment to beta2AR, cell-based reporter; P07550;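 also: potency is read from the fitted curve at half-maximal effect; 0% = DMSO controls and full agonism = EC100 isoproterenol or metaproterenol; nearly all actives have a fitted effect of over 65% in size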
Target sequence (P07550 whole entry, looked up): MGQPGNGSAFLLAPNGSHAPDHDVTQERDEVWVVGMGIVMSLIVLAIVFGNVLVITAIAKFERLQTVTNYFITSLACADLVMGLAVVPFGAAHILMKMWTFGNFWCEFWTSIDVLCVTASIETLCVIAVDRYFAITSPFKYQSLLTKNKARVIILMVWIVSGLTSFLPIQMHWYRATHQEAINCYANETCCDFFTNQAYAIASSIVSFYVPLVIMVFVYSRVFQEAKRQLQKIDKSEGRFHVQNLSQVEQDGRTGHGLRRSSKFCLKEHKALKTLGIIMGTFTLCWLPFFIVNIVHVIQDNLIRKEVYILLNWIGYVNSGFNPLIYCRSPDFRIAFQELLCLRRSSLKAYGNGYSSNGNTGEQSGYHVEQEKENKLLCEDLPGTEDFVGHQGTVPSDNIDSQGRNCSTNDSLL
uPA surface inh: blocks generation of uPA at the cell surface; cell surface uPA generation assay, qHTS; 330,000 compounds, 0.31% hits; Potency, µM (doses to about 38.3 µM), without a hit: at the top dose activity change, negative = inhibition, most hits filed as inhibitors; active = well fitted inhibition curve with a large enough effect; inconclusive = small, poorly fitted or top-dose-only effect; inactive = no such curve, though single readings can be large or run the other way; tested in mouse RAW 264.7 cells; also: potency is read from the fitted curve at half-maximal effect; % is scaled to controls: 0 for no effect and ±100 for the full control effect; nearly all actives have a fitted effect of over 55% in size
ELG1 repair inh: ELG1-dependent DNA repair inhibition | 330,000 compounds, 2.3% hits | HEK293T ELG1-luciferase reporter, luminescence, 16 h; DNA damage induced by 5-fluorouridine | Potency, µM (series often up to 46.1 µM), without a hit: top-dose activity change, negative = inhibition, most hits filed as inhibitors; also: potency is read from the fitted curve at half-maximal effect; % is scaled to controls: 0 for no effect and ±100 for the full control effect; nearly all actives have a fitted effect of over 55% in size
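Quantitative HTS, concentration-response format. 2,000 cells/well co-treated with 5-fluorouridine and compound, 16 hr in 5% CO2 at 37 °C; ONE-Glo luminescence read after 30 min.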
TSG101-PTAP inh: blocks PTAP/TSG101 interaction to inhibit HIV-1 budding | AID 493005 | Fluorescence polarization, FITC-PTAP peptide / Tsg101 binding | Q99816 | 340,000 tested, under 10 active | Potency, µM (top dose mostly 115 µM), for the others: top-dose activity change, negative = inhibition, actives largely listed as inhibitors; active = well fitted inhibition curve with a large enough effect in the main read-out, with a control signal flat, not every such curve was filed as active; inconclusive = small, poorly fitted or top-dose-only effect, or effect the other way, or a change in a side signal; inactive = no such curve, though single readings can be large or run the other way; also: potency is read from the fitted curve at half-maximal effect; % of control where 0% means no effect
Target sequence (Q99816 whole entry, looked up): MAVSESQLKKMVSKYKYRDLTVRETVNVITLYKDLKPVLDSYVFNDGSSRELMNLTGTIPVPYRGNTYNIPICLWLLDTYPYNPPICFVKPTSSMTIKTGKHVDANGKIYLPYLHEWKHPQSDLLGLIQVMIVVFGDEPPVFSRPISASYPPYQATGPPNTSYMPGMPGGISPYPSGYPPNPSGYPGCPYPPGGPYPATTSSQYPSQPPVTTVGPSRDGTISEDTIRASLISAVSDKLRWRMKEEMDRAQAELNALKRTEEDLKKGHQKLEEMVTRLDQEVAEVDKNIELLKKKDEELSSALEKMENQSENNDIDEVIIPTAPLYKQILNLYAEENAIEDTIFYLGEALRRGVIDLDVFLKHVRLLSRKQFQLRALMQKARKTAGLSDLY
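Fluorescence polarization binding of Tsg101 binding domain (10 uM final) to FITC-labeled PTAP peptide (50 nM final) in HEPES pH 7.5 buffer with NaCl, Tween 20, EDTA, TCEP. Compounds added before peptide; binding 20 min at RT.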
TSHR antag: human thyrotropin receptor antagonism; activity change, negative = inhibition, % at 11.5 µM; 330,000 compounds, 0.2% hits; P16473; TSHR-expressing cells, TSH-stimulated cAMP HTRF, 2 h; hits give low values;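 active = activity change below a set negative limit, meaning inhibition stronger than a set level, cut at about -70% in these data; inconclusive = activity change between two set negative limits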; also: % is scaled to controls: 0 for no effect and ±100 for the full control effect
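Antagonism was scored as loss of TSH-driven cAMP in TSHR cells, stimulated with 4nM TSH (EC80) for 2 hours at 37 deg C and detected by homogeneous HTRF competition immunoassay.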
Tb PFK inh: inhibitors of T. brucei phosphofructokinase; 330,000 compounds, 0.17% hits; T. brucei PFK, ADP-Glo luminescence; Potency, µM (doses to about 57.5 µM), for the others: at the highest dose activity, negative = inhibition, actives largely listed as inhibitors; O15648; AID 485367;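 also: potency is read from the fitted curve at half-maximal effect; 0% = uninhibited 1x PFK enzyme wells and -100% = no-enzyme wells; nearly all actives have a fitted effect of over 60% in size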
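In TEA buffer at pH 8.0 with 5 mM MgCl2, enzyme (1.25 nM) converted F6P (0.5 mM) and ATP (0.1 mM) for 45 min at room temperature. ADP product was read by luciferase luminescence.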
* hit, by the source's call; ? = inconclusive; . = not tested or not shown; [ ] = remark or other dose. Unless noted, calls follow the shape of the dose curve; as a rule, active = well fitted curve in the direction sought with a large enough effect; inconclusive = small, poorly fitted or top-dose-only effect, or another doubt; inactive = no such curve, though single readings can be large; an effect the other way counts as inactive or inconclusive.

SMILES	USP2a inh	TCR activator	Eya2 inh	BCR signal inh	Mito fusion act	B2AR arrestin	uPA surface inh	ELG1 repair inh	TSG101-PTAP inh	TSHR antag	Tb PFK inh
COc1ccccc1CNCc1ccc(OC)c(OC)c1OC	-9%	0%[46.1 µM]	-4%	0%	-2%	0.0%	0%	-7%	-8%	16	-5%
Cc1nn(C)c(C)c1CN(C)C(=O)CCCC(=O)O	0%	2%[46.1 µM]	0%	?	-1%	-0.3%	-1%	-1%	-4%	10	2%
OCCN(CC#CC(O)(c1ccccc1)c1cccc(F)c1)CCO (configuration not stated)	1%	2%	11%	-9%	-1%	0.8%	3%	-5%	-2%	4	0%
c1ccc(C(Cc2nc(-c3cccnc3)no2)c2ccccc2)cc1	1%	-6%	-2%	4%	6%	0.2%	3%	?	1%	-20	0%
Cc1ccc2nsnc2c1NC(=O)c1ccc2c(c1)OCCO2	0%	-10%	-23%	10%	1%	-0.3%	3%	8%	-7%	13	-6%
CN1CCCCc2c1nc1c(c2N)CCCC1	2%	.	12%	4%	0%	0.2%	0%	-4%	.	11	-1%
CCOc1ccc(NC(=O)CSc2nc3nc(C)cc(C)n3n2)cc1	-1%	5%	0%	3%	1%	-0.3%	-6%	-2%	-1%	-3	4%
COc1ccc(CNC(=O)CCCn2nc(C)c3c(C)n(-c4ccc(C)cc4)nc3c2=O)cc1	0%	3%	6%	-11%	-6%	-0.2%	-10%	?	-2%	3	2%
C=CCn1cc(C(=O)NCc2cccnc2)c(=O)c2cc(S(=O)(=O)N(CC)CC)ccc21	-6%	6%	7%	3%	-1%	0.0%	-5%	?	-3%	8	0%
N#CC1=C2Sc3ccccc3N2CCCC1=O	3%	.	13%	?	0%	-0.5%	0%	?	-5%	64	-1%
COc1ccc(C(=O)N2CCN(c3nc4ccccc4o3)CC2)cc1OC	3%	-4%	-21%	3%	0%	-1.0%	-4%	?	-2%	-16	-3%
COc1cc2c(cc1OC)C(C(=O)O)C(c1ccc(C)o1)N(C)C2=O (configuration not stated)	0%	-1%	-3%	-8%	-3%	0.3%	0%	-6%	-2%	-1	1%
COc1ccc(CNc2ccccc2SC)cc1OC	6%	-5%	19%	0%	0%	0.0%	0%	?	-5%	-7	0%
CC(C)C(NS(=O)(=O)c1ccc2c(c1)OCCO2)C(=O)NCCc1ccccn1 (configuration not stated)	4%	4%	11%	2%	-2%	-0.2%	-2%	-13%	-3%	-12	-8%
Cc1ccccc1NC(=O)Cn1nnc2c(cnn2-c2ccc(F)cc2)c1=O	5%	.	8%	?	2%	-0.1%	12%	-5%	0%	2	-2%
Cc1ccc(S(=O)(=O)c2nc(-c3ccco3)oc2SCC(=O)NCC2CCCO2)cc1 (configuration not stated)	1%	-4%	5%	3%	-4%	0.4%	2%	5%	-6%	-2	0%
CCn1c(CNC(=O)c2ccccc2Cl)cc2ccccc21	-1%	8%	5%	?	-1%	0.6%	-14%	?	-10%	1	0%
CCOC(=O)c1c(-c2ccc(Cl)cc2)cn2ccccc12	1%	8%	15%	3%	-1%	0.2%	-2%	5%	0%	-25	-2%
O=S(=O)(Cc1ccc(Cl)cc1)c1ccccc1-c1nnc(-c2ccccc2)o1	0%	-4%	6%	0%	1%	0.1%	-6%	-5%	-4%	6	-4%
COCCNc1cc(C)nc2cc(-c3ccc(C)cc3)nn12	9%	2%	5%	?	0%	-0.6%	3%	13%	0%	-13	-1%
CCCCN(CCCC)S(=O)(=O)c1ccc(C(=O)Nc2nnc(CSC)o2)cc1	0%	6%	-11%	-2%	-6%	0.3%	-9%	-3%	-1%	-8	0%
COc1cc(OC)nc(Oc2cc(C=O)ccc2OC)n1	-1%	-1%	-5%	2%	4%	-0.7%	-6%	5%	-3%	12	2%
COc1cccc(N(CC(=O)Nc2ccccc2C)S(C)(=O)=O)c1	2%	-4%	-6%	0%	-2%	-1.1%	8%	3%	-2%	3	-3%
C=CCOc1ccc(CNCC2CCCO2)cc1 (configuration not stated)	0%	5%	3%	2%	-2%	0.2%	-3%	6%	0%	0	-2%
Cn1nc(-c2ccccc2)cc1NC(=O)c1ccc(Cl)cc1	0%	-11%	-32%	?	?	-0.3%	6%	18%	-3%	44	-4%
CC(C)C(NC(=O)c1ccc(Cl)cc1)C(=O)O (configuration not stated)	-1%	8%	2%	0%	-1%	0.2%	2%	?	-2%	1	0%
Cc1cc(C(=O)NC2CCCN(Cc3ccc(Cl)cc3)C2)c(C)o1 (configuration not stated)	-2%	-5%	8%	0%	-5%	-0.6%	0%	-7%	2%	-2	0%
Cc1cccc(C(=O)NCCC(=O)NCc2ccccc2Cl)c1	-1%	-3%	-3%	1%	-6%	-0.1%	11%	1%	-2%	-3	-1%
COc1ccc(-c2nnc(NC(=O)c3ccccc3C)o2)cc1	4%	2%	-6%	?	-15%	-0.2%	-19%	?	-6%	3	8%
O=C(CNC(=O)c1ccc(Cl)cc1)NC1CCCCC1	-1%	-2%	3%	1%	-2%	0.0%	4%	5%	0%	-4	-1%
Cc1ccc(C)c(NC(=O)CN(C)C(=O)c2ccc3c(=O)n4c(nc3c2)CCC4)c1	2%	4%	4%	0%	1%	0.0%	-2%	7%	-1%	-12	3%
CCC1CN(C(=O)N2CCC(C(=O)NCCc3ccccc3)CC2)c2ccccc2O1 (configuration not stated)	0%	2%	1%	3%	3%	0.4%	-1%	?	-4%	1	-11%
O=S(=O)(c1cc(F)ccc1F)N1CCN(c2ccccn2)CC1	2%	0%	-2%	-1%	1%	0.0%	-6%	2%	-5%	-7	-2%
NC(CC(=O)O)c1cccc(OCc2ccccc2)c1 (configuration not stated)	-2%	9%	-22%	6%	2%	0.0%	2%	12%	-1%	6	4%
O=C(/C=C/c1ccccc1)NC1CC2CCC1C2 (configuration not stated)	-1%	2%	1%	?	-2%	0.1%	-3%	?	0%	-8	1%
Cc1ccc(N(C(=O)Cn2nnc(-c3ccc(C)o3)n2)C(C(=O)NC2CCCC2)c2ccco2)cc1 (configuration not stated)	-1%	-3%	-4%	8%	-5%	0.0%	.	-6%	1%	29	-13%
COC(=O)CNc1nc(OC)nc(N(C)C)n1	0%	-10%	10%	0%	1%	-0.8%	1%	1%	-3%	5	-2%
COc1cc(NC(=O)c2ccco2)c(OC)cc1NC(=O)CSc1nnc(-c2cccs2)n1C	1%	5%	-1%	5%	1%	-0.1%	.	?	-3%	-5	0%
Cn1nc(-c2ccccc2)cc1NC(=O)C1CCCCC1	1%	-2%	2%	8%	-4%	-0.8%	-9%	?	2%	1	0%
O=C(COC(=O)c1ccccc1O)NC1CCCc2ccccc21 (configuration not stated)	1%	.	0%	0%	.	-0.8%	-6%	-18%	-3%	-17	0%

Part of the list above, as comma-separated lines.
Structure,USP2a inh,TCR activator,Eya2 inh,BCR signal inh,Mito fusion act,B2AR arrestin,uPA surface inh,ELG1 repair inh,TSG101-PTAP inh,TSHR antag,Tb PFK inh
COc1ccc(-c2nnc(NC(=O)c3ccccc3C)o2)cc1,4%,2%,-6%,?,-15%,-0.2%,-19%,?,-6%,3,8%
O=C(CNC(=O)c1ccc(Cl)cc1)NC1CCCCC1,-1%,-2%,3%,1%,-2%,0.0%,4%,5%,0%,-4,-1%

(listing goes on)
SMILES	USP2a inh	TCR activator	Eya2 inh	BCR signal inh	Mito fusion act	B2AR arrestin	uPA surface inh	ELG1 repair inh	TSG101-PTAP inh	TSHR antag	Tb PFK inh
O=C1COc2ccc(C(=O)CSc3ccc(Br)cc3)cc2N1	-3%	.	-3%	2%	?	-1.0%	1%	-17%	-1%	-20	-3%
O=C(CSc1nnc(CNC(=O)c2ccco2)o1)c1ccc(Cl)cc1	-1%	0%	-20%	-2%	1%	-0.5%	-3%	9%	-2%	6	2%
COc1ccc(NC(=O)Cc2coc3ccc4ccccc4c23)cc1S(=O)(=O)N1CCOCC1	1%	-1%[46.1 µM]	5%	0%	0%	-0.2%	-4%	?	0%	2	-2%
CCOC(=O)C1CCCN(C(=O)CN(c2ccc(OC)cc2)S(=O)(=O)c2c(C)noc2C)C1 (configuration not stated)	0%	12%	-6%	1%	2%	-0.9%	-31%	-9%	-5%	-5	-4%
O=C(Cc1nn[nH]n1)c1ccccc1O	3%	-3%[46.1 µM]	-1%	2%	0%	-0.7%	-1%	-2%	-1%	-5	0%
